GPR151 activ: activators of human GPR151; activation, % at 11.2 µM; hit rate 1% among 650,000; AID 1508602; PathHunter beta-arrestin GPR151 cells, luminescence; Q8TDV0; in the data active = activation above about 4.9%;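 also: 0% = median of compound wells and 100% = cells with positive control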
Target sequence (Q8TDV0 whole entry, looked up): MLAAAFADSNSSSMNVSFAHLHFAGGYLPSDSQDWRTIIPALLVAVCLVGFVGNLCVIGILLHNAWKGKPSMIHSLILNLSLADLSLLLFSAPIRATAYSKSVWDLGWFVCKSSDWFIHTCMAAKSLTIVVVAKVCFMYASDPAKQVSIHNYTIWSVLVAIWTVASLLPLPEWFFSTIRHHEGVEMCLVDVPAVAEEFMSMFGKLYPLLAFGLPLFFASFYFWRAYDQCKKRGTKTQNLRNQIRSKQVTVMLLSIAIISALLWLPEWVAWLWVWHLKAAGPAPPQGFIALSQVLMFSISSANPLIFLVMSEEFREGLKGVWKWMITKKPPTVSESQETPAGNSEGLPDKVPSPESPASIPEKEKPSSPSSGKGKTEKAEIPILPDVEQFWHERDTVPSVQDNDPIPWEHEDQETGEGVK
MITF inh: human MITF inhibition, primary screen; AlphaScreen MITF homodimerization, bead proximity signal; inhibition, % at 2.6 µM; hit rate 0.91% among 650,000; AID 1259374; in the data active = inhibition above about 50%;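 also: 0% = vehicle wells with protein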
Target sequence (O75030 whole entry, looked up): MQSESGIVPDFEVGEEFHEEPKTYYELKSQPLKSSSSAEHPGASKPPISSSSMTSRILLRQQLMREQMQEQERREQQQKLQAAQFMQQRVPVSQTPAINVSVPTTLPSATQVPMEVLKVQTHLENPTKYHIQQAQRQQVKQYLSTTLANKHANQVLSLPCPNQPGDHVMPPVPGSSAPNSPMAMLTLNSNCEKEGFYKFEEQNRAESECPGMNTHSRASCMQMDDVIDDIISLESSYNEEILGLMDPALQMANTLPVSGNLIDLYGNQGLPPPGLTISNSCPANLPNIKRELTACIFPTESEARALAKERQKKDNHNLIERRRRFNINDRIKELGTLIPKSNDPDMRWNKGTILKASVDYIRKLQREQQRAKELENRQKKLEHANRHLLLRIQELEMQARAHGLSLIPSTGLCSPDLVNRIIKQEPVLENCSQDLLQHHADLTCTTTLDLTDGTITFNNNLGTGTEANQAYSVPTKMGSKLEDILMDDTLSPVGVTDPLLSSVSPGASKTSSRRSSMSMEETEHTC
TEAD-YAP block: TEAD-YAP interaction inhibition. hit rate 1.4% among 640,000. inhibition, % at 9.12 µM. HEK-TIYL cells, TEAD-Gal4/YAP UAS-luciferase luminescence; in the data active = inhibition above about 32%;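 also: 0% = median of test compound wells and 100% = reference inhibitor wells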
FBW7 activator: activators of human E3 ligase FBW7; AID 1259310; normalized activity (activation), % at 26.1 µM; hit rate 0.13% among 650,000; AlphaScreen FBW7–phospho-cyclin E peptide binding, activator screen; in the data active = normalized activity above about 1.9%;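 also: purified mutant Fbw7 with reduced substrate affinity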
* = called active by the depositor; x = no result given.

SMILES	GPR151 activ	MITF inh	TEAD-YAP block	FBW7 activator
CCOP(=O)(OCC)c1nc(-c2ccccc2)oc1NCc1ccccc1	0.7	6	-22	0.3
CCc1cc2c(NC(CCSC)C(=O)O)nc(C)nc2s1 (stereo not drawn)	-1.0	-7	0	0.0
CCc1ccccc1NC(=O)c1cc2c(C)nn(-c3ccccc3)c2s1	-0.5	5	3	-0.1
Cc1ccc(OCC(=O)Nc2ccc(Cl)c(C(F)(F)F)c2)c(C(C)(C)C)c1	0.1	3	6	0.0
CC(=O)N1CCc2cc(S(=O)(=O)N3CCCC(C)C3)ccc21 (stereo not drawn)	0.5	-6	-2	-0.2
Nc1nnc(CC(=O)NCc2ccccc2)s1	0.8	-2	-4	0.2
O=C(CN1CCOCC1)Nc1ccc2nc3n(c(=O)c2c1)CCCC3	0.5	50	3	-0.1
COc1ccc(C(=O)Nc2ccc(C(=O)O)cc2NC(=O)c2ccc(OC)cc2)cc1	-1.1	6	2	-0.1
COc1cccc2c1OC1=C(C(=O)CC(C)(C)C1)C2CC(=O)c1ccc(O)cc1 (stereo not drawn)	-0.7	-6	-2	0.0
CCCNC(=O)Nc1cccc(F)c1C	1.0	-8	-4	0.0
OC1CCN(Cc2nnnn2Cc2ccccc2)CC1	-0.3	8	17	1.6
CCc1ccccc1NC(=S)N(CCCN1CCOCC1)Cc1ccco1	1.5	17	5	0.2
C/C(=N\NC(=O)C1COc2ccccc2O1)c1ccc(Br)cc1 (stereo not drawn)	-0.6	-1	38*	0.6
Cc1occc1C(=O)NNC(=S)NCC1CCCO1 (stereo not drawn)	0.3	5	0	0.0
CCN=C1SC(CC(=O)Nc2ccc(C(C)=O)cc2)C(=O)N1CC (stereo not drawn)	-0.9	6	4	0.0
CCc1nnc(NC(=O)c2ccc(-c3ccc([N+](=O)[O-])cc3Cl)o2)s1	-2.0	16	3	0.0
CC(=O)OCC(=O)[C@@]1(O)CCC2C3CCC4=CC(=O)CC[C@]4(C)C3C(=O)C[C@@]21C (stereo partly drawn)	-0.1	9	4	-0.1
COc1ccccc1NC(=O)c1ccc2c(=O)n3c(nc2c1)CCCCC3	0.6	14	-7	0.0
CCOc1ccccc1NC(=O)/C=C/c1ccc(C(C)C)cc1	0.1	7	-8	0.2
Fc1ccc(-c2nc3c(-c4ccccc4)cnn3cc2CCN2CCOCC2)cc1	-0.8	6	12	0.3
CC1CCCCC1NC(=O)Cn1c2ccccc2n2c(=O)n(Cc3ccccn3)nc12 (stereo not drawn)	0.2	4	1	0.0
CCCN1C(=O)c2ccc(C(=O)Nc3ccc(Cl)cc3C(=O)O)cc2C1=O	-0.2	12	-8	0.3
COC(=O)c1c(C)oc2ccc(N(C(=O)c3ccccc3Cl)S(=O)(=O)c3cccc([N+](=O)[O-])c3)cc12	-0.4	-14	11	0.0
CCc1csc2ncc(C(=O)N3CCCCC3)c(=O)n12	-0.1	5	-5	-0.2
CC(=O)c1ccc(F)c(-c2cc(C)cc3c2OC(CNC(=O)CCn2ccc(C)n2)C3)c1 (stereo not drawn)	-1.3	12	0	0.2

Pulled by structure from the list above, 2 records:
SMILES	GPR151 activ	MITF inh	TEAD-YAP block	FBW7 activator
CC1CCCCC1NC(=O)Cn1c2ccccc2n2c(=O)n(Cc3ccccn3)nc12 (stereo not drawn)	0.2	4	1	0.0
Cc1ccc(OCC(=O)Nc2ccc(Cl)c(C(F)(F)F)c2)c(C(C)(C)C)c1	0.1	3	6	0.0

Next structures
SMILES	GPR151 activ	MITF inh	TEAD-YAP block	FBW7 activator
COc1ccccc1Nc1c([N+](=O)[O-])ccc2c1=NC1(CCCCC1)N=2	1.5	12	18	-0.1
N#CCC(Cc1ccccc1)c1ccco1 (stereo not drawn)	-0.6	5	-2	0.0
Cc1ccc(O)c(C(=O)/C=C(\N)C(Cl)(Cl)Cl)c1	-0.6	4	12	0.0
O=C(/C=C/c1ccc([N+](=O)[O-])cc1)Nc1ccc(O)cc1C(=O)O	-0.5	14	12	-0.5
Cn1c2c(c(=O)n(C)c1=O)C(NC(=O)c1cccnc1)(C(F)(F)F)C(=O)N2 (stereo not drawn)	0.0	4	7	-0.1
COc1ccc(S(=O)(=O)Nc2cccc(SC)c2)cc1C	-0.4	10	3	0.0
COc1cc2c(=O)oc3cc(OC(=O)c4ccc(Cl)cc4)ccc3c2c(OC)c1OC	-0.4	0	11	-0.7
COc1cc(Br)c(Nc2nc(-c3c(C)nc4cc(C)ccn34)cs2)c(Br)c1	0.5	-15	-41	-0.5
O=C(c1cc(-c2cccc(Br)c2)nc2ccccc12)N1CCN(C/C=C/c2ccccc2)CC1	-0.7	0	13	0.0
O=C(Nn1c(-c2ccncc2)nc2ccccc2c1=O)c1ccc([N+](=O)[O-])cc1Cl	-0.4	-10	-1	-0.1
CCOc1ccc(NC(=O)CCNc2c(N3CCCC3)c(=O)c2=O)cc1	1.1	-3	2	-0.2
COc1ccc(/C=C/C(=O)Nc2ccc(N(C)C)cc2)cc1OC	-0.2	11	-13	-0.1
CC(C)CC(=O)Nc1ccc(-c2csc(N)n2)cc1	-0.3	48	-40	-0.1
COc1cc(OC)cc(C(=O)Nc2ccc(N3CCCC3=O)c(C)c2)c1	-11	12	20	0.5
CCn1c(=O)n(CC(=O)NCC(=O)OC)c(=O)c2ccccc21	0.5	11	6	0.2
NC(=O)c1c(N)sc2c1CCCCC2	-2.1	14	-1	0.1
COc1ccc([N+](=O)[O-])cc1NC(=O)c1ccc(S(=O)(=O)N2CCc3ccccc32)cc1	1.1	-4	17	-0.2
N#CCCN(CCC#N)C(=O)c1cc(-c2ccccc2)nc2ccccc12	0.6	19	12	0.3
COCCn1nnnc1C(c1ccc(OC)cc1)N1CCN(c2ccc(OC)cc2)CC1 (stereo not drawn)	-1.1	7	-3	0.1
Cc1ccc(S(=O)(=O)NCC(=O)OCC(=O)C23CC4CC(CC(C4)C2)C3)cc1	-2.3	-8	-3	-0.1
Cc1noc(C)c1S(=O)(=O)N1CCOC(c2ccccc2)C1 (stereo not drawn)	0.4	9	-4	0.1
Cc1nc(NCCCO)cc(-c2cncc(-c3cccs3)c2)n1	-0.9	-1	2	-0.2
Cc1ccccc1Oc1cc(NC(=O)c2c(-c3ccccc3)nn(-c3ccccc3)c2C)cc([N+](=O)[O-])c1	0.1	2	13	-0.1
O=C(CSc1cccc2cccnc12)NC1=NCCS1	-1.6	-4	-5	0.0
CCOC1(OCC)N=C(N)C2(C#N)C(c3cccc(OC)c3OC)C12C#N (stereo not drawn)	1.1	19	2	0.1

Some of these compounds in order of molar mass, low to high:
SMILES	GPR151 activ	MITF inh	TEAD-YAP block	FBW7 activator
CCc1csc2ncc(C(=O)N3CCCCC3)c(=O)n12	-0.1	5	-5	-0.2
Cc1ccc(O)c(C(=O)/C=C(\N)C(Cl)(Cl)Cl)c1	-0.6	4	12	0.0
CCc1cc2c(NC(CCSC)C(=O)O)nc(C)nc2s1 (stereo not drawn)	-1.0	-7	0	0.0
Cc1nc(NCCCO)cc(-c2cncc(-c3cccs3)c2)n1	-0.9	-1	2	-0.2
C/C(=N\NC(=O)C1COc2ccccc2O1)c1ccc(Br)cc1 (stereo not drawn)	-0.6	-1	38*	0.6
Cc1ccc(S(=O)(=O)NCC(=O)OCC(=O)C23CC4CC(CC(C4)C2)C3)cc1	-2.3	-8	-3	-0.1
COCCn1nnnc1C(c1ccc(OC)cc1)N1CCN(c2ccc(OC)cc2)CC1 (stereo not drawn)	-1.1	7	-3	0.1

(list continues)
SMILES	GPR151 activ	MITF inh	TEAD-YAP block	FBW7 activator
Cc1cccc(-n2ncc3c(NC(C)C)ncnc32)c1	-2.9	14	4	0.0
CCOCCCNC(=O)/C(C#N)=C/c1ccc(OCc2ccc(C(=O)OC)cc2)cc1	1.3	10	-15	0.2
Cc1cccc(C2c3[nH]c4ccccc4c3CCN2C(=O)CN2CCCCC2=O)c1 (stereo not drawn)	0.0	2	-34	-0.2
CC(C)(C)c1cc(Sc2nc(NCc3ccccc3)nc(NCc3ccccc3)n2)cc(C(C)(C)C)c1O	0.3	-6	5	-0.2
CCc1ccccc1NC(=O)c1c(Cl)ccc(Cl)c1OC	-0.9	4	-12	0.0
Cc1ccc(S(C)(=O)=O)cc1C(=O)NC(C)C12CC3CC(CC(C3)C1)C2 (stereo not drawn)	0.1	-2	3	-0.1
COc1cccc(NC(=O)c2cc(C(=O)c3cc(OC)ccc3O)coc2=N)c1	0.4	1	-3	-0.1
COC(=O)C(=O)CC(=O)c1ccc(Cl)cc1	0.9	1	-6	-0.4
O=C1CC(N2CCN(C/C=C\c3ccccc3)CC2)C(=O)N1c1cccc(Cl)c1 (stereo not drawn)	-0.9	20	-8	0.1
COc1ccc(OCCOc2ccc(/C=C3/C(=N)N4N=C(c5ccccc5)SC4=NC3=O)cc2)cc1	-0.4	-1	2	0.0
COc1cccc(/C=N\Nc2cn[nH]c(=O)c2Cl)c1OC	0.0	-1	-10	0.1
CC(C)ONC(=O)c1cnc2sc3ccccc3n2c1=O	0.9	5	-12	-0.2
CC(C)=CCN1CCN(Cc2c(C)nn(C)c2Cl)CC1CCO (stereo not drawn)	-1.1	10	-5	0.2
CCCCOc1ccccc1C1C(C(=O)OCC)=CN(C(C)C)C=C1C(=O)OCC	-2.1	-3	6	1.1
CC(C)(C)c1ccc(OCNC(=S)NC(=O)c2cncc(Br)c2)cc1	1.1	0	-1	-0.1
C[C@@H]1CN(Cc2ccc3c(c2)CN(C(=O)CCc2cnn(C)c2)CCO3)C[C@H](C)O1	-0.1	3	20	0.1
COc1ccccc1CNC(=O)CC1C(=O)NCCN1Cc1ccccc1C(F)(F)F (stereo not drawn)	0.1	-7	8	0.0
CCCOc1ccc(NC(=O)CC2C(=O)N(CC)C(=S)N2Cc2ccc(OC)cc2)cc1 (stereo not drawn)	1.7	-8	4	0.0
CC(=O)c1ccc(NC(=O)c2ccccc2C(F)(F)F)cc1	-0.4	12	-20	0.4
COc1cccc([C@@H]2Oc3ccc(OC)cc3C(=O)C2OC(=O)NCc2ccc3c(c2)OCO3)c1 (stereo partly drawn)	1.1	-6	x	0.0
CC(C)N1CC=C2C(C1)C(c1ccc(Cl)cc1)C(C#N)=C(N)C2(C#N)C#N (stereo not drawn)	-0.6	-3	0	-0.2
CCO/C=C(\C(=O)Nc1ccc(Br)cc1)C(=O)OCC	3.1	-2	-5	0.1
CC(=O)NNC(=O)CSc1nnnn1-c1cccc(C(C)=O)c1	1.6	73*	4	0.1
Cc1ccc(CNC(=O)c2ccc(CNc3c(N4CCC(C)CC4)c(=O)c3=O)cc2)cc1	-0.3	9	-3	0.1
C=CCSc1nc2c(c(=O)[nH]1)C(c1ccncc1)C1=C(CCCC1=O)N2 (stereo not drawn)	-0.1	2	3	-0.1
New compounds follow:
SMILES	GPR151 activ	MITF inh	TEAD-YAP block	FBW7 activator
COC(=O)c1cc2oc(C)cc2n1CC(=O)Nc1ccc(F)c(Cl)c1	-0.7	11	13	0.1
O=C(N/N=C/c1cc(Br)ccc1O)NC1CCCCC1	1.7	6	-3	0.1
O=C1C(=O)N(Cc2cccnc2)C(c2ccncc2)/C1=C(\O)c1ccc(Cl)cc1 (stereo not drawn)	-0.3	9	10	0.2
CC(NC(=O)COc1ccccc1Br)c1ccccc1 (stereo not drawn)	-0.5	-3	8	-0.1
Cc1ccc(NC(=O)c2cnc(N3CCN(c4ccccn4)CC3)c3ccccc23)cc1F	10*	2	12	0.1
COc1ccc(-c2nnco2)cc1OC	0.3	1	-7	0.0
Cc1[nH]c2ccccc2c1/C=N/NC(=O)c1cc(-c2cccs2)[nH]n1	-1.0	27	6	0.1
CN(C)CCn1nnc2c(=O)oc3ccccc3c21	-0.5	-12	-11	-0.1
O=C(NCCN1CCOCC1)/C(=C/c1ccccc1)c1ccccc1	-1.4	1	-4	0.0
CC(=O)N=c1sc2c3ccccc3ccc2n1C	0.4	-4	6	0.0
NC(=O)c1ccccc1Nc1cc(NC(=O)Cc2ccc(CN3CCOCC3)cc2)ncc1Cl	0.2	4	99*	-0.2
Cc1cccc(OCC(=O)Nc2nonc2NC(=O)COc2cccc(C)c2)c1	-0.5	8	-4	0.1
O=C(Nc1ccc(-c2ccc(Cl)cc2)cc1)c1sc2ccccc2c1Cl	-0.5	1	0	0.0
Cc1cccc(NC(=S)N2CCN(C=O)CC2)c1C	0.3	20	3	0.1
O=C(NCCOc1ccccc1)c1ccc2c(c1)OCO2	-4.0	10	31	-0.2
O=C1CCCN2N=C(SCC(=O)Nc3cccc(F)c3)SC2=N1	-0.5	-4	6	0.0
CCC(NS(=O)(=O)c1ccc(C)cc1)C(=O)NCc1ccc(C)cc1 (stereo not drawn)	0.3	7	-1	-0.1
O=S(=O)(NCc1ccc2c(c1)OCO2)c1c(F)cc(F)cc1Br	-0.1	-5	-1	0.1
CCN(CC(=O)Nc1ccc2c(c1)OCCO2)CC(=O)Nc1cc(C)on1	-0.4	7	1	-0.1
CCOC(=O)c1cnc2ccccc2c1Nc1ccc(O)cc1	1.2	-4	-1	-0.1
O=C(NCc1ccccc1)c1ccc2nc(-c3csc4ccccc34)sc2c1	2.4	0	-32	0.1
CCOc1cc(C2C(C#N)=C(N)Oc3n[nH]c(C)c32)ccc1OCc1ccccc1C#N (stereo not drawn)	0.6	4	-5	0.1
Cc1cc(C)cc(NC(=S)NCCCN2CCOCC2)c1	0.7	-11	0	-0.2
CC(=O)Cn1ncc(Cl)c(Cl)c1=O	0.0	10	-1	-0.1

From PubChem
